Mito fusion yeast: qHTS Assay for Small Molecule Inhibitors of Mitochondrial Division or Activators of Mitochondrial Fusion | S. cerevisiae fusion-defective mutant growth rescue, CellTiterGlo 48 h | actives 0.23% (n = 320,000) | Potency, µM (top dose mostly 46.1 µM), for inactives: at the top dose growth rescue (activation), actives largely listed as activators | AID 485298, 2010;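 further: potency means the concentration at half of the fitted maximal effect; % of control where 0% means no effect; nearly all actives have a fitted effect of over 45% in size; temperature-sensitive fusion mutants such as fzo1-1 at 37 °C on non-fermentable ethanol glycerol medium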
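Luminescent cell viability in 1536-well qHTS format served as the measure of rescued growth in ts fusion-mutant S. cerevisiae cultured on non-fermentable YPEG for 48 hours at 37C.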
ELG1 DNA repair: qHTS screen for small molecules that inhibit ELG1-dependent DNA repair in human embryonic kidney (HEK293T) cells expressing luciferase-tagged ELG1; HEK293T ELG1-luciferase reporter, luminescence, 16 h; DNA damage induced by 5-fluorouridine; Potency, µM (series often up to 46.1 µM), inactives show at the highest dose activity change, negative = inhibition, actives largely listed as inhibitors; actives 2.3% (n = 330,000); AID 504467, 2011; further: potency means the concentration at half of the fitted maximal effect; on the % scale 0 is the no-effect control and ±100 the full control effect; nearly all actives have a fitted effect of over 55% in size
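Cells (2,000 per well) received 5-fluorouridine plus test compound or DMSO and were incubated 16 hr at 37 °C, 5% CO2. Luciferase activity was read by luminescence 30 min after ONE-Glo addition; signal suppression marked inhibition of damage-induced ELG1 function.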
TSHR antag: Antagonists of the Thyroid Stimulating Hormone Receptor: HTS campaign | Thyrotropin receptor (Homo sapiens), P16473 | TSHR-expressing cells, TSH-stimulated cAMP HTRF, 2 h; stronger effect = lower value | activity change, negative = inhibition, % at 11.5 µM | actives 0.2% (n = 330,000) | AID 504810, 2011;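 active means activity change below a set negative limit, meaning inhibition stronger than a set level, cut at about -70% in these data; inconclusive means activity change between two set negative limits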; further: on the % scale 0 is the no-effect control and ±100 the full control effect
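Antagonism was scored as loss of TSH-driven cAMP in TSHR cells, stimulated with 4nM TSH (EC80) for 2 hours at 37 deg C and detected by homogeneous HTRF competition immunoassay.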
Tb PFK inh: qHTS Assay to Find Inhibitors of T. brucei phosphofructokinase | ATP-dependent 6-phosphofructokinase (Trypanosoma brucei brucei), O15648 | T. brucei PFK, ADP-Glo luminescence | Potency, µM (doses to about 57.5 µM), without a hit: at the top dose activity, negative = inhibition, actives largely listed as inhibitors | actives 0.17% (n = 330,000);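 further: potency means the concentration at half of the fitted maximal effect; 0% = uninhibited 1x PFK enzyme wells and -100% = no-enzyme wells; nearly all actives have a fitted effect of over 60% in size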
Target sequence (O15648 whole entry, looked up): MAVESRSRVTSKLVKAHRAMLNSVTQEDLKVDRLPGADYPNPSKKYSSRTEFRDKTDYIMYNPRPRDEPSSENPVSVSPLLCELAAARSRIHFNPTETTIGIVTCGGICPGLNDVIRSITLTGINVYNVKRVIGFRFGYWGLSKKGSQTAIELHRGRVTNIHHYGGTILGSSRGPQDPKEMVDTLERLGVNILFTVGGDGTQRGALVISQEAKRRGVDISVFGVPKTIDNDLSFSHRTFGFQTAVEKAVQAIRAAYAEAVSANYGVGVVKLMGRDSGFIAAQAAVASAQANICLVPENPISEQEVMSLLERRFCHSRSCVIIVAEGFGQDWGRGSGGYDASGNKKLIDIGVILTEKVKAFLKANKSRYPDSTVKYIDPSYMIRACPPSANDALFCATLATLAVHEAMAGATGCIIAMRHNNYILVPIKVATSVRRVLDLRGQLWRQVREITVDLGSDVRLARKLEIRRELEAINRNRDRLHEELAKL
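Activity is normalized to no-enzyme wells (full inhibition) and 1.25 nM enzyme wells (no inhibition). Reaction: 0.5 mM F6P, 0.1 mM ATP, 45 min RT, ADP-Glo luminescence; concentration-response curves fitted and classed by quality.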
S-ASM inh: Inhibitors of Secretory Acid Sphingomyelinase (S-ASM): qHTS; placental ASM, HMU-PC fluorogenic substrate, 60 min; Sphingomyelin phosphodiesterase (Homo sapiens), P17405; actives 0.006% (n = 340,000); Potency, µM (top dose mostly 57.5 µM), inactives show at the top dose activity change, negative = inhibition, hits mostly inhibitors; further: potency means the concentration at half of the fitted maximal effect
Target sequence (P17405 47-631 limits assumed): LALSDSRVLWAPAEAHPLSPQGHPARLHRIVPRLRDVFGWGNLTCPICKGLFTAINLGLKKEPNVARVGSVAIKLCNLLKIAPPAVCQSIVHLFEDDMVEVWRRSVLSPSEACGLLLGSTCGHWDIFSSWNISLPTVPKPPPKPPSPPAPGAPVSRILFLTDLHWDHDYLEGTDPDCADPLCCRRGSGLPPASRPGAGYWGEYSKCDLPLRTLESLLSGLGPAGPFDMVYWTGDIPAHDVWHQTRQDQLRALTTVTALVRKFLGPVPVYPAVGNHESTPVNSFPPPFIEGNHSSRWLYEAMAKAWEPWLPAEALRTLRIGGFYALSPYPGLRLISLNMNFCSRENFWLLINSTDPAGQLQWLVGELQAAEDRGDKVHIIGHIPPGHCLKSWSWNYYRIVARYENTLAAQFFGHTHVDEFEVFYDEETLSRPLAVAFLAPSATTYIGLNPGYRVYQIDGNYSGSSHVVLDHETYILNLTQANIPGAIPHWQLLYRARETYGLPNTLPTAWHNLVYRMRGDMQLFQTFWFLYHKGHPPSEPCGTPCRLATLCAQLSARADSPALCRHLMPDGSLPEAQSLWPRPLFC
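HMU-PC0 cleavage (9 uM final) by human placental ASM, 60 min at 37 °C following 10 min compound exposure at RT; stopped at pH 10, fluorescence Ex 386/Em 447 nm.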
a7 integrin act: qHTS for Activators of Integrin-Mediated Alleviation for Muscular Dystrophy; Potency, µM (highest dose often 38.3 µM), inactives show at the top dose activation, hits mostly activators; actives 0.064% (n = 350,000); alpha7betagal myoblasts, beta-gal FDG fluorescence, 48 h;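 further: potency means the concentration at half of the fitted maximal effect; 100% = response of the positive control SU9516; nearly all actives have a fitted effect of over 60% in size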
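alpha7betagal+/- myoblasts (passage 13, 250/well) treated 48 h at 37C with compounds at 1:260 dilution of DMSO stock. Lysed, then beta-galactosidase activity read as FDG fluorescence (ex 480/em 540) after 30 min, with pre-read for autofluorescence.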
TCR act: Activators of T cell receptors: qHTS campaign. primary human leukocytes, anti-CD3, IL-2 HTRF, 48 h. Potency, µM (highest dose often 9.22 µM), without a hit: top-dose activation of IL-2 secretion, usual class: activators. 330,000 tested, under 10 active. AID 504894, 2011; further: % of control where 0% means no effect
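HTRF read-out of IL-2 secretion: europium cryptate donor excited at 320nm, d2 acceptor emission at 665nm. Cells were primary human leukocytes incubated 48 hr with compounds and a-CD3 beads, supplying TCR signal only.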
Eya2 phos inh: qHTS Assay for Inhibitors of the Phosphatase Activity of Eya2; Protein phosphatase EYA2 (Homo sapiens), O00167; recombinant Eya2, OMFP fluorescence dephosphorylation (OMFP is methylfluorescein phosphate); Potency, µM (series often up to 76.9 µM), for inactives: at the highest dose activity, negative = inhibition, actives largely listed as inhibitors; actives 0.006% (n = 330,000); further: potency means the concentration at half of the fitted maximal effect; on the % scale 0 is the no-effect control and ±100 the full control effect
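Eya2 (0.2 uM) preincubated 10 min at ambient with compound, then OMFP substrate added at 50 uM; 10 min reaction in 50 mM HEPES pH 7.5, 50 mM NaCl, 5 uM MgCl2, 0.05% BSA, 1 mM DTT. Fluorescence read at Ex 485/Em 525 nm.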
AT treatment: qHTS Assay for Identifying a Potential Treatment of Ataxia-Telangiectasia; […] A-T fibroblasts, KAP-1 phosphorylation AlphaLISA; neocarzinostatin DNA damage 30 min before lysis; actives 0.19% (n = 320,000); AID 485349, 2010; Potency, µM (series often up to 57.5 µM), for the others: top-dose activation, usual class: activators; further: potency means the concentration at half of the fitted maximal effect; % of control where 0% means no effect; nearly all actives have a fitted effect of over 45% in size
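hTERT-immortalized A-T patient fibroblasts ([…]), 500 cells/well in OPTI-MEM, 1% FBS, got compounds for 60 min, then NCS for 30 min at 37C. Lysates were then assayed for phospho-KAP-1 by AlphaLISA (anti-pKAP1 donor, anti-KAP1 acceptor beads), 6 hr at 25C.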
Chronic BCR inh: qHTS Assay to Find Inhibitors of Chronic Active B-Cell Receptor Signaling. ABC-DLBCL IkBa-CBG/CBR reporter, luminescence ratio, 4 h. Potency, µM (titrated, usually from 46.1 µM), for inactives: top-dose ratio change, negative = lower green/red ratio, actives largely listed as inhibitors. actives 0.05% (n = 340,000); active means well fitted inhibition curve with a large enough effect in the signal ratio, with a control signal flat, not every such curve was filed as active; inconclusive means small, poorly fitted or top-dose-only effect, or effect the other way, or a change in a side signal; the % refers to the signal ratio;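 further: potency means the concentration at half of the fitted maximal effect; plate controls were basal doxycycline-induced cells for no effect and cells given 10 µM MG132 for full effect; MG132 reads +100%, hits lower the ratio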
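Cell line TMD8 (human ABC DLBCL), stably expressing tet-inducible CBG68-IkBa fusion and CBR; IMDM/0.5% FBS; cpd up to 46 uM; dox induction, 4 h, 37C/5% CO2; dual luminescence; green/red ratio; MG132 control.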
TSG101-PTAP inh: qHTS Assay for Iinhibitors of HIV-1 Budding by Blocking the Interaction of PTAP/TSG101 | Fluorescence polarization, FITC-PTAP peptide / Tsg101 binding | 340,000 tested, under 10 active | Tumor susceptibility gene 101 protein (Homo sapiens), Q99816 | Potency, µM (highest dose often 115 µM), without a hit: at the top dose activity change, negative = inhibition, most hits filed as inhibitors; active means well fitted inhibition curve with a large enough effect in the main read-out, with a control signal flat, not every such curve was filed as active; inconclusive means small, poorly fitted or top-dose-only effect, or effect the other way, or a change in a side signal; inactive means no such curve, though single readings can be large or run the other way; further: potency means the concentration at half of the fitted maximal effect; % of control where 0% means no effect
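Steps: Tsg101 binding domain dispensed (10 uM final), compounds pinned in DMSO, FITC-labeled PTAP-motif peptide added (50 nM final); after 20 min binding at room temperature, polarization measured.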
* = called active by the depositor; ? = inconclusive; . = no result given; [ ] = remark or other dose. Unless noted, the call rests on the fitted dose curve; in most records, active means well fitted curve in the direction sought with a large enough effect; inconclusive means small, poorly fitted or top-dose-only effect, or another doubt; inactive means no such curve, though single readings can be large; an effect the other way counts as inactive or inconclusive. This is a random part of the collection, and some 3.2% of all compounds hit somewhere here.

SMILES	Mito fusion yeast	ELG1 DNA repair	TSHR antag	Tb PFK inh	S-ASM inh	a7 integrin act	TCR act	Eya2 phos inh	AT treatment	Chronic BCR inh	TSG101-PTAP inh
CCCCC1(C)NC(=O)N(CC(=O)Nc2ccc(S(=O)(=O)N3CCOCC3)cc2)C1=O (centres undefined)	1%	6%	-13	0%	1%	-6%	-13%	18%	17%	-1%	-5%
O=C(O)CCC(=O)NNC(=O)c1ccc(Br)cc1	-5%	15%	2	3%	0%	-7%	0%[46.1 µM]	4%	8%	-1%	-2%
CCN(CCn1cccn1)C(=O)CCc1nnc(C2(c3ccc(Cl)cc3)CCC2)o1	0%	?	4	3%	-3%	6%	-3%	-1%	5%	?	0%
Cc1ccc(OCCNC(=O)c2cccc(S(=O)(=O)N3CCN(C)CC3)c2)cc1	-4%	8%	14	5%	-2%	5%	.	21%	-4%	0%	-5%
Cc1ccn2cc(C(=O)N3CCCC(Nc4ccc(F)cc4)C3)nc2c1 (centres undefined)	1%	?	5	-3%	0%	9%	0%	0%	6%	?	-10%
CN1C/C(=C/c2cccs2)C(=O)/C(=C\c2cccs2)C1	3%	8%	2	0%	-5%	-39%	7%	0%	-5%	0%	0%
Cc1sc2ncn(CC(=O)N3CCCC(C)C3)c(=O)c2c1S(=O)(=O)N1CCCCC1 (centres undefined)	8%	0%	-1	-2%	7%	4%	0%	-3%	-3%	8%	1%
O=C(Nc1cccc([N+](=O)[O-])c1)c1ccccc1	9%	-14%	0	-7%	-2%	?	-3%	-3%	0%	-11%	1%
CC(C)Cn1c(-c2cc(Br)ccc2F)nc2c1c(=O)[nH]c(=O)n2CC(C)C	9%	?	-11	-2%	-3%	1%	-32%	-21%	-5%	-1%	-4%
C=CCOc1ccc(/C=N/NC(=O)CN2CCOCC2)cc1OCC	-18%	7%	4	1%	3%	5%	4%	5%	2%	-4%	0%
COc1ccc(Br)cc1CN1CCCCCC1	0%	2%	9	1%	7%	16%	-3%	-2%	-1%	4%	1%
Cc1c(NC(=O)CS(=O)(=O)c2ccccc2)c(=O)n(-c2ccccc2)n1C	-3%	12%	-1	-1%	0%	-16%	1%	6%	2%	-3%	0%
O=C(CSc1nnnn1Cc1ccccc1)Nc1cccc(F)c1	8%	-5%	-6	-7%	5%	21%	-7%	18%	-3%	?	1%
COc1ccccc1OCC(=O)N1CCCCCCC1	-3%	5%	6	-3%	-2%	-9%	2%	-7%	4%	-2%	0%
Cc1ccc(S(=O)(=O)N2CCCCC2)cc1NC(=O)CSc1nnc(C2CC2)n1N	.	-5%	.	0%	2%	4%	0%	12%	26%	2%	2%
CC(C)(C)c1ccc(C(=O)NCc2nnc(SCC(=O)NC3CCCC3)o2)cc1	2%	2%	13	1%	1%	14%	-5%	2%	41%	-10%	-3%
Cc1ccc(NC(=O)Nc2c(Cl)cccc2Cl)cn1	13%	?	-1	-9%	1%	-19%	6%	-28%	7%	?	0%
O=C(c1ccc2c(=O)n(-c3ccccc3)c(=O)[nH]c2c1)N1CCN(c2ccc(F)cc2)CC1	-1%	?	-13	-1%	1%	-23%	-2%	-35%	6%	0%	-6%
CN(C)C(CNc1ncnc2sc3c(c12)CCCC3)c1ccco1 (centres undefined)	1%	5%	-8	-3%	8%	-24%	4%	-7%	-3%	5%	-2%
CCOC(=O)C(=CNc1ccc(N2CCOCC2)cc1)C(=O)OCC	0%	-15%	1	1%	12%	-46%	5%	-8%	3%	-9%	-4%
Nc1ccccc1-n1cccc1	-6%	?	-3	-1%	17%	-7%	11%	11%	-2%	5%	-3%
C=C1CCN(C(Cc2ccccc2)C(=O)OC)S(=O)(=O)c2ccc(F)cc21 (centres undefined)	-45%[inhibitor]	-2%	-11	-2%	2%	-8%	0%	-7%	-3%	2%	1%
Cc1cccc(N2C(=O)CC(N3CCN(c4ccccn4)CC3)C2=O)c1 (centres undefined)	-14%	4%	-3	0%	5%	4%	-3%	-6%	1%	1%	-3%
O=C(NCCO)c1ccc(-c2nnc(N3CCOCC3)c3ccccc23)cc1	-2%	-9%	-3	1%	3%	-9%	4%	-6%	-2%	-15%	-7%
Nc1nnc(CC2=CCCCC2)s1	-1%	1%	-4	0%	-1%	-4%[7.66 µM]	-3%	7%	1%	-1%	1%
O=C(c1ccccc1OC(F)F)N1CCN(S(=O)(=O)c2ccc3c(c2)OCCCO3)CC1	0%	-4%	-8	-5%	-1%	?	-2%	5%	4%	-3%	-7%
CCOC(=O)c1ccc(NC(=O)COc2ccc(CNC3CCCCC3)cc2OC)cc1	-7%	11%	6	2%	5%	-57%[inhibitor]	6%	-12%	-1%	?	-4%
O=C(CCC1CCN(Cc2ccccc2Cl)CC1)NC1CC1	0%	-5%	11	-3%	8%	?	.	8%	4%	1%	0%
COc1cccc(Cn2nc(C(=O)O)c3ccccc3c2=O)c1	6%	-12%	3	-1%	-4%	-6%	.	6%	-2%	-1%	-1%
CC1CCN(C(=O)CSc2nnc(CSc3ncccn3)n2C)CC1	1%	-3%	0	-1%	1%	0%	.	4%	15%	-1%	.
Cc1ccccc1C(=O)NNC(=O)C(=O)N1CCCCC1	0%	0%	10	0%	4%	20%	-1%[46.1 µM]	-2%	-3%	-9%	-2%
Cc1ccc(C)c(CN2CCCN(C(=O)Cn3ncc4c3-c3ccccc3OC4)C2)c1	1%	?	10	-1%	2%	4%	-4%	-30%	-1%	-6%	-4%
COc1ccc(CNC2CCSc3ccccc32)cc1OC (centres undefined)	-1%	1%	-6	0%	-2%	3%	2%	-7%	3%	?	-1%
CCn1nnnc1SCC(=O)N1CCOCC1	2%	16%	0	3%	-2%	16%	-12%	-3%	9%	6%	-1%
CS(=O)(=O)N1CCC(C(=O)Nc2ccc(C(N)=O)cc2)CC1	13%	-7%	-7	0%	4%	6%	5%	?	37%	-3%	-2%
CC(=O)Nc1ccc(SCC(=O)N2CCN(S(=O)(=O)c3ccccc3)CC2)cc1	-7%	-16%	-1	1%	4%	-7%	5%	4%	1%	-1%	-2%
CCOC(=O)N1CCN(S(=O)(=O)Cc2ccccc2)CC1	0%	-2%	8	0%	1%	36%	-7%	-2%	-3%	-2%	34%[activator]
Cn1c(SCC(=O)N2CCOCC2)nnc1-c1ccncc1	2%	9%	1	-11%	3%	0%	1%	17%	-2%	-8%	-5%
O=C(NCc1ccc(F)cc1)c1ccccc1OCc1ccccc1	18µM*	-16%	-4	2%	-5%	17%	-1%[46.1 µM]	0%	17%	?	1%
O=C(COc1coc(CN2CCN(c3ccccc3F)CC2)cc1=O)N1CCc2ccccc21	-3%	-15%	1	-12%	.	-10%	3%	-14%	-3%	-18%	-5%

Copied from above for reference:
SMILES	Mito fusion yeast	ELG1 DNA repair	TSHR antag	Tb PFK inh	S-ASM inh	a7 integrin act	TCR act	Eya2 phos inh	AT treatment	Chronic BCR inh	TSG101-PTAP inh
CC(=O)Nc1ccc(SCC(=O)N2CCN(S(=O)(=O)c3ccccc3)CC2)cc1	-7%	-16%	-1	1%	4%	-7%	5%	4%	1%	-1%	-2%
CCOC(=O)N1CCN(S(=O)(=O)Cc2ccccc2)CC1	0%	-2%	8	0%	1%	36%	-7%	-2%	-3%	-2%	34%[activator]

High-throughput results: PubChem, National Center for Advancing Translational Sciences (NCATS)
